# Cneo AK release = Cryptococcus neoformans lysis via adenylate kinase release; C. neoformans lysis, adenylate kinase release luminescence, 4 h; normalised: neutral wells 0, clomiphene wells 100; lysis activity, % at 15 µM; 0.2% of 360,000 active; AID 651654;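 active = mean lysis activity across replicates of at least 80%, whatever share of replicates individually reach that level; inactive = mean lysis activity below 80%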
#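 Assay system: log-phase C. neoformans yeast / Quantity: yeast cell density of 5 × 10^6 cells/mL / Medium: fresh YPD growth medium / Compound: single dose / Timing: static 4 h at 37 °C with compound, 1 h detection / Measured by: adenylate kinase release luminescence / Read-out: lysis from increased AK signal / Benchmarks: Clomiphene as positive lysis control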
# S100A4 MyoIIA = inhibitors of human S100A4 binding to myosin IIA peptide. AID 652163. P26447. inhibition, % at 10.7 µM. 0.14% of 360,000 active. S100A4/TAMRA-MyoIIA peptide fluorescence polarization;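 active = mean inhibition of at least 70% across replicates, with every replicate also reaching that level; inconclusive = mean inhibition reaches 70% but some replicates fall short; inactive = mean inhibition below 70%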
# Target sequence (P26447 whole entry, looked up): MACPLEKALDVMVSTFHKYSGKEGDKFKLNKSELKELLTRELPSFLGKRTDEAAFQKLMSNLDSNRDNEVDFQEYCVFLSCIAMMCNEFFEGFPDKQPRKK
#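 Assay system: human S100A4 monomer with TAMRA-labelled myosin IIA peptide / Buffer or medium: Calcium-containing HEPES buffer, pH 7.2 / Reagent: TAMRA-labelled myosin IIA heavy-chain peptide probe, 5 nM / Compound: one dose per compound / Timing: polarization read 5 min after assay mix addition, stable 5–60 min / Benchmarks: neutral control DMSO, positive control TFP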
# PGC1a acetyl inh = lowers PGC1a acetylation signal in U2OS cells; AlphaScreen anti-acetyl-lysine; with virally co-expressed GCN5 acetyltransferase; inhibition, % at 15.6 µM; 0.17% of 350,000 active; AID 651687;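 active = every replicate shows inhibition of at least 40%; inconclusive = mean inhibition at least 40% but some replicate below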;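 note: 0% = neutral control wells and 100% = positive control wells; some results beyond the cut were filed as inactive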
# SIRT5 inh = inhibitors of human sirtuin-5 desuccinylase; inhibition, % at 15 µM; AID 652115; Purified SirT5, succinyl-peptide AMC, trypsin-coupled fluorescence; Q9NXA8; 1.1% of 330,000 active; in the data active = inhibition above about 15%; inconclusive = no clear call, values can overlap the other calls
# XiGFP reactiv = activators of X-chromosome reactivation in mouse fibroblasts; XiGFP mouse fibroblasts, % GFP-positive cells imaging, 3 d; cells co-treated with 5-aza-dC sensitizer; scaled so ellipticine positive control = 100%; activation, % at 7.58 µM; 0.055% of 360,000 active;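 active = mean normalized replicate activation at least 10% and every replicate at or above 10%; inconclusive = only one of the two criteria met; inactive = mean below 10% and not all replicates reach 10%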;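 note: 0% = median of on-plate neutral control wells and 100% = ellipticine 6 µM median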
#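 Assay system: SV40-immortalized XiGFP fibroblast cells, line 68-5-11; buffer or medium: DMEM plus 5-aza-dC sensitizer; compound: one concentration, pinned; timing: compounds 3 days, fix/stain 15 min at room temperature; benchmarks: positive control ellipticine, 6 µM final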
# Statin myotox sup = suppression of simvastatin myotoxicity. AID 602340. C2C12 myotubes + simvastatin, ATP luminescence, 48 h; scaled: DMSO 0, geranylgeraniol control 100. rescue of ATP level, % at 7.49 µM. 0.78% of 330,000 active;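 active = mean ATP rescue above about 67%, or every replicate alone reaching that limit, limit read from the data, passing the limit was not always enough; inconclusive = no clear call, values can overlap the other calls; inactive = mean under the limit and some replicate under it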;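 note: myotubes were challenged with 10 µM simvastatin during compound exposure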
# ERAP1 HTS inh = inhibitors of human ERAP1 aminopeptidase; Q9NZ08; recombinant ERAP1, Leu-AMC fluorescence, 60 min; inhibition, % at 10.7 µM; 0.15% of 340,000 active; AID 652197;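 active = mean replicate inhibition of at least 30%, or all replicates individually reaching that 30% level; inactive = mean below 30% and not every replicate reaching it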;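 note: 0% = neutral control wells and 100% = L-leucinethiol positive control wells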
# Target sequence (Q9NZ08 whole entry, looked up): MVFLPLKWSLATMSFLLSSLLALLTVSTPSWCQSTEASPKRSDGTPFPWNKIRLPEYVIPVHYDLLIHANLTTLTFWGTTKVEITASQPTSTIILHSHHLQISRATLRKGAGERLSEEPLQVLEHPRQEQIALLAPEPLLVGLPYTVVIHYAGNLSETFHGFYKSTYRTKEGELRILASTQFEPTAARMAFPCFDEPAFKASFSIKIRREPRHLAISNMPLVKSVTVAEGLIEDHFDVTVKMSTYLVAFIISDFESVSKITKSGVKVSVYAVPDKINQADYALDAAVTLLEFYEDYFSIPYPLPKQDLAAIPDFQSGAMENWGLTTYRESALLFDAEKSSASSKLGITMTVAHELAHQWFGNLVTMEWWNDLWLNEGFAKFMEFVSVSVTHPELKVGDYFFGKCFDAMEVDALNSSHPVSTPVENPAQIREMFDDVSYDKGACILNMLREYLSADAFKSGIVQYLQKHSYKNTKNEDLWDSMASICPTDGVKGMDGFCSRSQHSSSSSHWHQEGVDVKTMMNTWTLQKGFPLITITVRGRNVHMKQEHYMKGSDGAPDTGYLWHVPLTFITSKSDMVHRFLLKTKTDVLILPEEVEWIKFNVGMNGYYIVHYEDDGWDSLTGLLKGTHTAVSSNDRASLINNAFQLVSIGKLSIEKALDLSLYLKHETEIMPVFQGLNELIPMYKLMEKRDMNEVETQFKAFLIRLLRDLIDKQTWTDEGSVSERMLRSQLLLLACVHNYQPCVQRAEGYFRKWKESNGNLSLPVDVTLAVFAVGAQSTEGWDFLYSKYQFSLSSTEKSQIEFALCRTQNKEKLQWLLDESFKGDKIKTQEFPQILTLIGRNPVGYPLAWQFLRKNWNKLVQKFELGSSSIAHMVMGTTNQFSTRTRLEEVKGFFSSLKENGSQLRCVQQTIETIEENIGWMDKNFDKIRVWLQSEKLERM
# LGR2 antag = inhibitors of bursicon-induced Drosophila LGR2 receptor cAMP signaling; HEK293 LGR2, CRE-luciferase, bursicon-stimulated, 4 h; inhibition, % at 9.99 µM; 0.35% of 380,000 active; AID 720647;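 active = drop in luminescence signal, shown as inhibition above about 50% in the replicate tests, limit read from the data, passing the limit was not always enough; inconclusive = probably only some replicates passing the limit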;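 note: agonist challenge used bursicon conditioned medium at about half maximal strength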
# An asterisk follows results filed as active; ? = inconclusive; nt = not tested or not shown.
SMILES,Cneo AK release,S100A4 MyoIIA,PGC1a acetyl inh,SIRT5 inh,XiGFP reactiv,Statin myotox sup,ERAP1 HTS inh,LGR2 antag
O=C(C[C@H]1C[C@@H]2c3cc(NC(=O)NC4CCCC4)ccc3O[C@@H]2[C@@H](CO)O1)NCc1cccc(F)c1,7,-12,-1,-1,0.2,6,1,-5
CCOc1ccc(CCNC(=O)CCn2nc(C)c3c(C)n(-c4ccccc4)nc3c2=O)cc1,4,-2,-1,3,0.2,25,-2,20
COc1ccccc1NC(=O)CN(C)S(=O)(=O)c1ccc(F)cc1,10,nt,-14,nt,nt,11,nt,9
Cc1ccc(C(=O)NC(=S)N2CCCCCC2)cc1,3,-4,nt,-1,0.5,12,-1,-1
CCOC(=O)c1cc2c(nc1NC(=S)Nc1ccccc1)CC(C)(C)OC2,nt,0,nt,-6,-0.1,nt,5,10
CN1CCN(Cc2nc3cc(NC(=O)COc4ccc([N+](=O)[O-])cc4)ccc3n2C)CC1,0,-5,-3,-2,0.0,-2,0,10
COc1ccc(/C=C(\C#N)C(=O)OCC(=O)NC2CC2)cc1,nt,-4,nt,-6,0.1,nt,0,nt
CCCNC(=S)NC1CC2CCCC(C1)N2Cc1ccc(F)cc1 (stereo not drawn),-2,0,-6,6,0.1,7,7,nt
COCCCNC(=O)[C@H](Cc1ccccc1)NC(=O)CC[C@H]1O[C@@H](n2ccc(=O)[nH]c2=O)[C@H](O)[C@@H]1O,2,-31,1,0,0.7,-3,nt,10
O=C(Nc1cccc2ccccc12)N(CCO)C1CCS(=O)(=O)C1 (stereo not drawn),-2,10,1,-3,0.0,24,-4,-1
C=C(C)CN(CC)C(=O)CC1C(=O)NCCN1CC(C)(C)C (stereo not drawn),nt,0,-13,nt,0.0,nt,-4,-23
Cc1cc(C(=O)CSc2nnnn2-c2ccc(O)cc2)c(C)n1C,nt,-3,-31,3,0.0,11,-1,17
COc1ccc(S(=O)(=O)N(C)CC(=O)NCCCN2CCOCC2)cc1Cl,2,0,nt,-1,0.2,8,5,11
CC(=O)c1ccccc1NC(=O)COC(=O)/C=C/c1ccc(C)o1,-3,5,1,1,0.1,-12,1,nt
Cc1nnc(Oc2ccc([N+](=O)[O-])cc2)c2ccccc12,14,-11,3,-3,0.0,-3,0,-1
CC1(C)CC2CC(C)(CN2/C=N/c2sc3c(c2C#N)CC(C)(C)NC3(C)C)C1 (stereo not drawn),-1,-6,15,-1,0.0,nt,1,13
O=C(CSc1nnnn1C1CC1)N1CCN(c2ccc(O)cc2)CC1,7,-5,6,-1,0.1,-4,1,2
COc1cccc(NC(=O)N(C)C[C@H]2Oc3ncc(C#Cc4ccc(F)cc4)cc3C(=O)N([C@@H](C)CO)C[C@@H]2C)c1,3,9,12,5,0.8,?,1,1
N#Cc1c(N)nc2c(c1N)CC(C(F)(F)F)O2 (stereo not drawn),nt,4,nt,-2,0.0,nt,-3,18
C/C=C/c1ccc2c(c1)O[C@H](CN(C)C(=O)C1CC1)[C@H](C)CN([C@H](C)CO)S2(=O)=O,nt,nt,-5,nt,-0.7,11,nt,-5
COc1ccc(C(=O)Nc2ccc3[nH]ccc3c2)cc1OC,-10,0,0,-2,-0.1,14,nt,-26
Cc1nn(C)cc1NC(=O)C[C@H]1CC[C@H]2[C@H](COc3ccc(NC(=O)C4CCC4)cc3C(=O)N2C)O1,nt,nt,6,nt,1.1,7,nt,-3
CCCNC(=O)N1C[C@H](O)COC[C@H]2O[C@@H](CC(=O)O)CC[C@@H]21,0,-6,10,2,0.5,-10,-3,-3
C[C@@H]1CN([C@H](C)CO)C(=O)c2cc(C3=CCCC3)cnc2O[C@@H]1CN(C)Cc1ccccc1F,0,11,-10,0,-0.1,17,2,-10
N#Cc1cccc(NC(=O)C2SC(=Nc3ccccc3)C(C(=O)N3CCOCC3)=C2N)c1 (stereo not drawn),nt,3,-1,-1,0.2,13,-2,-7
O=S(=O)(NC1CCCC1)c1cc(F)ccc1F,-3,-4,10,-5,0.0,-13,1,-4
C[C@@H]1CCCCO[C@@H](CN(C)C(=O)C2CCCCC2)[C@@H](C)CN([C@@H](C)CO)C(=O)c2cc(N(C)C)ccc2O1,-2,0,-5,4,-0.1,-8,1,-22
CCn1nc(C)cc1C(=O)N1CCCC(CCC(=O)NCc2ccccc2F)C1 (stereo not drawn),-1,7,4,-1,0.2,-8,2,1
C[C@H]1CCCCO[C@H](CN(C)C(=O)Nc2ccc(F)cc2)[C@@H](C)CN([C@@H](C)CO)C(=O)c2cc(NS(=O)(=O)c3ccccc3)ccc2O1,-4,-13,-10,3,0.7,nt,-2,14
O=C(c1ccccc1)N1CC[C@@H]2[C@H]1c1cc(-c3ccc(F)cc3)ccc1N[C@@H]2CO,52,nt,4,nt,0.3,21,nt,-2
CCNC(=O)C[C@H]1CC[C@H]2[C@@H](COC[C@@H](O)CN2C(=O)Nc2ccc(Cl)c(Cl)c2)O1,-10,0,3,8,0.3,-1,-2,7
C[C@@H]1CN([C@@H](C)CO)C(=O)c2cc(NS(=O)(=O)c3ccc(Cl)cc3)ccc2O[C@@H]1CN(C)C(=O)Nc1ccc(F)cc1,-1,4,-7,0,-1.0,14,-5,-5
CC1(C)CC(=O)C(C=NCC2CCN(C(=S)Nc3cccc(Cl)c3)CC2)=C(O)C1,3,2,3,-4,0.4,-2,1,-10
C[C@H]1CN([C@@H](C)CO)C(=O)c2c(c3ccccc3n2C)-c2ccccc2CO[C@@H]1CN(C)Cc1ccncc1,0,11,9,-1,0.0,nt,2,1
CO[C@H]1CN(C)C(=O)c2ccc(NS(C)(=O)=O)cc2OC[C@@H](C)N(C(=O)C2CCCC2)C[C@@H]1C,-2,?,nt,1,0.1,1,0,7
COCCN(C(=O)COC(=O)CCc1ccccc1OC)c1c(N)n(Cc2ccccc2)c(=O)[nH]c1=O,1,-4,14,1,0.3,15,5,-3
CC(=O)c1ccc(NC(=O)COC(=O)c2c[nH]c3ccccc23)cc1,-1,-5,4,-1,0.0,16,1,-4
Oc1ccccc1C1=Nc2ncnn2C(c2ccccc2)C1 (stereo not drawn),0,nt,13,nt,nt,8,nt,-44
COc1ccc(C2CC(c3cccc(Cl)c3)n3nc(N)nc3N2)cc1 (stereo not drawn),-1,-4,nt,nt,0.2,10,-6,-22
Cc1cc(C)cc(OCc2nnc(SCC(=O)OC3CCCCC3)o2)c1,1,-3,1,-6,nt,-6,1,9
COc1ccc(CN(C)C[C@H]2Oc3c(NS(=O)(=O)c4ccccc4)cccc3C(=O)N([C@H](C)CO)C[C@H]2C)cc1,-1,-1,8,-7,-1.3,11,0,-6
O=C(Nc1ccc2c(c1)[C@@H]1C[C@@H](CC(=O)N3CCc4ccccc4C3)O[C@H](CO)[C@@H]1O2)NC1CCCC1,3,-54,-1,-5,0.2,4,-1,-22
Cc1ccc(S(=O)(=O)N2CCN(C(=O)c3cc(S(=O)(=O)N(C)C)ccc3N3CCCC3)CC2)cc1,5,-5,6,4,0.0,5,-1,6
CNC(=S)Nc1cccc(C(=O)OC)c1,0,1,10,-5,0.1,nt,-1,nt
CCCN1C(=O)/C(=C/c2ccc(OCc3ccc(C(=O)O)cc3)c(OC)c2)NC1=S,-7,-5,3,6,0.1,nt,-17,4
COc1ccc(C(=O)NN=C2CCCC2)cc1,4,1,0,1,0.1,-8,-4,-12
COc1ccc(F)c(CN2CCN(CCc3ccccc3)C(CCO)C2)c1 (stereo not drawn),0,1,-14,-4,0.1,1,-4,nt
CNC(=O)C[C@H]1CC[C@H]2[C@H](COc3ccc(NS(=O)(=O)c4ccccc4C)cc3C(=O)N2C)O1,4,-24,-2,0,0.0,3,0,1
CCCc1nc2c(nnn2Cc2ccccc2Cl)c(=O)[nH]1,nt,4,-9,-1,0.1,nt,7,3
O=C(C[C@@H]1C=C[C@@H](NC(=O)Cc2cccnc2)[C@H](CO)O1)Nc1ccc(-c2ccccc2)cc1,nt,1,nt,-2,0.1,nt,4,7
CC(=O)Cn1c(CN2CCN(C(=O)c3ccco3)CC2)nc2c1c(=O)n(C)c(=O)n2C,-3,-1,5,-3,0.0,-1,1,18
C[C@H](CO)N1C[C@H](C)[C@@H](CN(C)Cc2cccnc2)Oc2cc(-c3ccccc3)ccc2S1(=O)=O,-1,-8,-10,11,-1.3,-81,-2,-2
CCOC(=O)/C(=C\Nc1cccc(OCc2ccccc2)c1)NC(=O)c1ccccc1,nt,-12,nt,nt,-0.1,nt,-5,0
COc1ccc(C(c2c(C)[nH]n(-c3ccccc3)c2=O)c2c(C)[nH]n(-c3ccccc3)c2=O)cc1OC,-2,nt,-1,nt,nt,-3,nt,-6
CC(=O)N1[C@H](CO)[C@H](c2ccc(C#CC3CCCCC3)cc2)[C@H]1CNCC(C)C,nt,-7,nt,2,0.3,nt,1,3
O=C(CCCCl)Nc1c2c(nn1-c1ccccc1)CSC2,-1,-1,3,-7,0.0,30,-3,0
CC(=O)N(C)C[C@@H]1Oc2cc(-c3ccc(C)cc3)ccc2S(=O)(=O)N([C@H](C)CO)C[C@@H]1C,4,13,2,1,0.3,20,2,41
O=C(N[C@@H]1C=C[C@@H](CC(=O)N2CCC(Cc3ccccc3)CC2)O[C@H]1CO)c1cnccn1,3,-2,2,0,0.0,4,-1,0
CC(=O)N[C@H]1C[C@@H]1c1ccccc1,3,nt,7,nt,nt,4,nt,-3
COCC(=O)N1CC(=O)N2[C@H](CO)[C@H](c3ccc(C#CC(C)C)cc3)[C@@H]2C1,nt,-20,11,-2,0.0,nt,-1,14
# Next part.
SMILES,Cneo AK release,S100A4 MyoIIA,PGC1a acetyl inh,SIRT5 inh,XiGFP reactiv,Statin myotox sup,ERAP1 HTS inh,LGR2 antag
C[C@@H]1CCCCO[C@H](CN(C)C(=O)Nc2ccc3c(c2)OCO3)[C@H](C)CN([C@H](C)CO)C(=O)c2cc(NS(=O)(=O)c3ccccc3)ccc2O1,-9,9,0,2,0.0,nt,0,7
Cc1ccc(S(=O)(=O)NCC(=O)OCCOc2ccc(Br)cc2)cc1,1,4,5,-4,0.6,-1,1,-21
Cc1ccnc(NC(=O)CCC(=O)N(CC(=O)NC(C)(C)C)Cc2ccc3c(c2)OCO3)c1,nt,-1,nt,0,0.5,4,2,7
CCc1cc2cccc(C)c2nc1SCC(=O)NC1CCCC1,4,0,nt,-4,0.0,13,-5,-4
CC(=O)Nc1cc(-c2cccc(F)c2)cn2c(-c3ccc(S(C)(=O)=O)cc3)cnc12,11,-2,nt,nt,0.0,-10,-1,-3

# 2 compounds picked at random from those above:
SMILES,Cneo AK release,S100A4 MyoIIA,PGC1a acetyl inh,SIRT5 inh,XiGFP reactiv,Statin myotox sup,ERAP1 HTS inh,LGR2 antag
Cc1ccc(S(=O)(=O)NCC(=O)OCCOc2ccc(Br)cc2)cc1,1,4,5,-4,0.6,-1,1,-21
CCc1cc2cccc(C)c2nc1SCC(=O)NC1CCCC1,4,0,nt,-4,0.0,13,-5,-4

# High-throughput results as filed in PubChem BioAssay.

# These rows are one share of the data (hit frequency here may not be typical).
